Screening results as filed in PubChem.
SKKanGAS inh: S. pyogenes SKKanGAS growth inhibitors in kanamycin, primary screen, streptokinase expression inhibitor project, SKKanGAS strain, BacTiter-Glo luminescence; 6 h; inhibition, % at 7.5 µM; 1.3% of 300,000 active; AID 1662, 2009;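 active = mean replicate score, as percent of positive control median, at least 50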;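 note: strain carries kanamycin resistance gene driven by streptokinase promoter and grows in 40 µg/ml kanamycin; loss of luminescence reflects streptokinase promoter inhibition or plain growth inhibition; 0% = median of DMSO wells and 100% = positive control at its reference dose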
HDAC3 inhib: HDAC3 deacetylase inhibitors, primary screen, biochemical, fluorescence, cell-free homogeneous | Histone deacetylase 3 (Homo sapiens), O15379 | recombinant HDAC3, fluorogenic peptide/trypsin coupled | inhibition, % at 8.3 µM | 0.15% of 320,000 active; in the data active = inhibition above about 26%, passing the limit was not always enough
TRPC6 inhibitor: mouse TRPC6 channel inhibitors, primary screen, cell-based, HEK293, membrane potential dye; ACh-evoked depolarization; stronger effect = lower value; Short transient receptor potential channel 6 (Mus musculus), Q61143; 1.1% of 310,000 active; B-score at 10 µM;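 active = B-score under library mean minus 3 SD, initial fluorescence not abnormally high, positive integrated signal ratio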;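 note: B-score derived from integrated fluorescence ratio over the kinetic read; more negative B-score means stronger inhibition of depolarization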
RGS4 act: RGS4 potentiators or activators, primary screen, cell-based, HEK293 M3R inducible RGS4, calcium flux | carbachol calcium flux Fluo4; stronger effect = lower value | B-score at 10 µM | 0.92% of 310,000 active;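 active = B-score of the integrated calcium signal more than 4 SD below the library mean, with starting fluorescence not abnormally high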;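 note: negative B-score means reduced calcium response which marks RGS4 activation or potentiation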
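test system = M3R-expressing HEK293 line, RGS4 induced by doxycycline | probe or stimulus = carbachol at ECmax as muscarinic agonist stimulus | timing = dye loading 30 min 37 °C, buffer rest 30 min RT | signal = calcium dye Fluo4 fluorescence | evaluation = B score from integrated fluorescence ratio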
MrgX1 ag: agonists of human MrgX1 receptor, primary screen, HEK293 cells, Fluo-4 calcium flux. Mas-related G-protein coupled receptor member X1 (Homo sapiens), Q96LB2. Fluo-4 calcium fluorescence, agonist mode; stronger effect = higher value. B-score at 10 µM. 0.44% of 310,000 active. AID 588627, 2011;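 active = calcium response B-score plate-corrected fluorescence ratio at least 3 library SD, with starting fluorescence B-score inside 5 SD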
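Assay system: MrgX1-expressing HEK293 cells / Amount: fifteen thousand cells per well / Doses: test compound in the initial addition of three / Timing: cells plated overnight, dye loaded 0.5 h 37 °C, 0.5 h room temperature / Technique: kinetic calcium dye fluorescence, Fluo-4 NW / Control set: positive and negative controls per plate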
ANO1 block: TMEM16A chloride channel inhibitors, primary screen, cell-based, HTS | normalized B-score (activity score, 25-100; higher = stronger inhibition) at 10 µM | HEK293 TMEM16A/YFP iodide influx fluorescence, ionomycin | 1.2% of 310,000 active | Anoctamin-1 (Mus musculus), Q8BHY3 | AID 588511, 2011;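 active = ratio plate-corrected score three or more library SD toward inhibition, starting fluorescence score within five deviations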;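 note: score derived from kinetic fluorescence span divided by baseline fluorescence per well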
Target sequence (Q8BHY3 whole entry, looked up): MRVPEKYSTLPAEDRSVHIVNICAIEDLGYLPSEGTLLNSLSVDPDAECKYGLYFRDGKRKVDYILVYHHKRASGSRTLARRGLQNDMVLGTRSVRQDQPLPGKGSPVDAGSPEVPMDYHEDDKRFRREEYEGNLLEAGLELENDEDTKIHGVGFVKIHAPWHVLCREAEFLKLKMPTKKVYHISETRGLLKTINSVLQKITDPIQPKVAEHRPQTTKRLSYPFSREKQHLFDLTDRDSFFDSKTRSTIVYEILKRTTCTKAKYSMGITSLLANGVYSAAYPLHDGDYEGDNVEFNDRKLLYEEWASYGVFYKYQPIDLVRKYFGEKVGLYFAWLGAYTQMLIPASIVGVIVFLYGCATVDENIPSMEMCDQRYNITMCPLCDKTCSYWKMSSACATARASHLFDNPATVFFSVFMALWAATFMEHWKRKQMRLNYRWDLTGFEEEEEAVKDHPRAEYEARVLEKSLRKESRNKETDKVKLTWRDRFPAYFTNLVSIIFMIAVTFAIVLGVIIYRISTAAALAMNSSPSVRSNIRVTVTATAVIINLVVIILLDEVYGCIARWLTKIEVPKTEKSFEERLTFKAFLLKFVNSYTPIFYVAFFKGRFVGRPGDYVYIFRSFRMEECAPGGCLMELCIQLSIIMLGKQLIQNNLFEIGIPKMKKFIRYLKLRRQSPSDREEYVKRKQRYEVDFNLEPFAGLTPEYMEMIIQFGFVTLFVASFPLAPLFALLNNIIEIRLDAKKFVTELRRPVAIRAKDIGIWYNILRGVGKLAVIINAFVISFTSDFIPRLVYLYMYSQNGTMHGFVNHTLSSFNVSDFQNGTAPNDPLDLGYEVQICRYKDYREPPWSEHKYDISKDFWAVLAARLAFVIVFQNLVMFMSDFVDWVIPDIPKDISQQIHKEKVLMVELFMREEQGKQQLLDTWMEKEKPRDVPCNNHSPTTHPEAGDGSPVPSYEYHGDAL
ANO1 activ: TMEM16A chloride channel activators or potentiators, primary screen, cell-based, HTS; AID 623877, 2012; 0.3% of 340,000 active; B-score at 10 µM; HEK293 TMEM16A/YFP-H148Q/I152L, iodide quench fluorescence; stronger effect = lower value; Anoctamin-1 (Mus musculus), Q8BHY3;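 active = fluorescence-ratio B-score plate-corrected deviation score at least 3 library SD below zero, with starting fluorescence score within 5 deviations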;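 note: channel opened by trigger with iodide after compound preincubation; score built on the fluorescence ratio of max minus min over baseline; more negative score means more quench and so TMEM16A activation or potentiation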
RGS4 inh: RGS4 inhibitors, primary screen, cell-based, HEK293 M3R inducible RGS4, calcium flux. B-score at 10 µM. Regulator of G-protein signaling 4 (Homo sapiens), P49798. Fluo-4 calcium flux; stronger effect = higher value; triggered by carbachol at its EC20. 0.45% of 310,000 active;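 active = B-score, a plate-corrected calcium signal, over three deviations above library mean, with baseline fluorescence within five deviations of library mean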;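 note: RGS4 expression induced by doxycycline in cells with stable M3 receptor; B-score is computed from the integrated fluorescence ratio over baseline after carbachol; higher B-score means a larger calcium signal and so more RGS4 inhibition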
MrgX1 antagonist: antagonists of human MrgX1 receptor, primary screen, HEK293 cells, Fluo-4 calcium flux; Mas-related G-protein coupled receptor member X1 (Homo sapiens), Q96LB2; BAM8-22 antagonism; stronger effect = lower value; 1.3% of 310,000 active; B-score at 10 µM; AID 588676, 2011;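 active = calcium-response B-score plate-corrected more than 3 library SD below zero, starting fluorescence within 5 deviations, no agonist response on first addition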;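 note: peak minus trough fluorescence over baseline after final BAM8-22 challenge near maximal dose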
MrgX1 allo act: positive allosteric modulators of MrgX1, primary screen, HEK293 cells, Fluo-4 calcium flux; 0.63% of 310,000 active; FDSS; stronger effect = higher value; Mas-related G-protein coupled receptor member X1 (Homo sapiens), Q96LB2; B-score at 10 µM; AID 588675, 2011;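 active = plate-corrected calcium response at least 3 library SD above typical, normal starting fluorescence, not activating the receptor alone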;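 note: compound read alongside a low EC10 to EC30 dose of BAM8-22 agonist; peak minus trough fluorescence over baseline measured at the second addition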
TRPC6 activator: mouse TRPC6 channel activators, primary screen, cell-based, HEK293, membrane potential dye | Short transient receptor potential channel 6 (Mus musculus), Q61143 | HEK293-TRPC6 membrane potential dye fluorescence; stronger effect = higher value | B-score at 10 µM | 0.13% of 310,000 active;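 active = B-score of the integrated fluorescence ratio above library mean plus 3 SD, and starting fluorescence ratio within library mean plus 5 SD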;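 note: higher score means more depolarization so channel activation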
* = called active by the depositor; i = inactive; x = not tested or not shown.

Molecule | TRPC6 inhibitor | HDAC3 inhib | RGS4 inh | MrgX1 ag | MrgX1 antagonist | ANO1 activ | ANO1 block | MrgX1 allo act | RGS4 act | SKKanGAS inh | TRPC6 activator
CCSc1nnc(NC(=O)CSc2nnc(-c3c[nH]c4ccccc34)n2CC)s1 | i | -1.6 | i | i | i | i | i | i | i | 26.3 | i
O=C(c1cccnc1)N1CCc2ccccc21 | i | -5.5 | i | i | i | i | i | i | i | 0.4 | i
CCc1cc2c(=O)n(-c3ccccc3)cnc2s1 | i | -7.6 | i | i | i | i | i | i | i | 4.4 | i
C/C(=C\c1ccccc1)CN1CCN(C(C)C)C(CCO)C1 (stereo not drawn) | i | -8.3 | i | i | i | i | i | i | i | -3.4 | i
CCOC(=O)CNC(=O)CNC(=O)c1ccc(OC)cc1 | i | 5.2 | i | i | i | i | i | i | i | -3.4 | i
COc1ccc(-n2c(C)cc(/C=C3\C(=N)N4N=C(CC(=O)N5CCOCC5)SC4=NC3=O)c2C)cc1 | i | -1.1 | i | i | i | i | i | i | i | -16.3 | i
CCN(Cc1ccncc1)C(=O)c1cccs1 | i | -4.9 | i | i | i | i | i | i | i | 1.7 | i
Cn1c(SCc2ccc(Br)cc2)nnc1-c1ccncc1 | i | -1.5 | i | i | i | i | i | i | i | 4.2 | i
COc1ccccc1N(C)S(=O)(=O)c1ccc(C(=O)Nc2ccc(N3CCOCC3)cc2)cc1 | i | 0.3 | i | i | i | i | i | i | i | 2.8 | i
N#Cc1cccc(-n2c(-c3ccccc3)nnc2-c2ccccc2)c1C#N | i | 8.8 | i | i | i | i | i | i | i | -11.1 | i
Cc1c[n+](CC(=O)c2ccccc2)c(C)cn1 | i | -2.5 | i | i | i | i | i | i | i | -5.6 | i
CC(C)(C)c1ccc(C(=O)Nn2c(CCC(=O)O)ccc2-c2cccs2)cc1 | i | 2.9 | i | i | i | i | i | i | i | -3.0 | i
COC(=O)N1CCCc2cc(C)ccc21 | i | -0.8 | i | i | i | i | i | i | i | 4.5 | i
COc1ccc(/C=C2\SC(=S)N(CC(=O)NC3C=CS(=O)(=O)C3)C2=O)cc1 (stereo not drawn) | i | -1.4 | i | i | i | i | i | i | i | -5.5 | i
CCn1c(=O)c(C(=O)NC(C)c2ccccc2)c(O)c2ccccc21 (stereo not drawn) | i | 1.2 | i | i | i | i | i | i | i | 3.7 | i
COC(=O)c1oc2ccc(Br)cc2c1NC(=O)CN1CCN(C)CC1 | -5.54* | -3.9 | i | i | i | i | i | i | i | 7.5 | i
Cc1ccc(OCC(=O)N/N=C/c2cccnc2)cc1C | i | 1.2 | i | i | i | i | i | i | i | -4.5 | i
CCCNC(=S)N1CCN(c2nc(-c3cccc(OC)c3)cs2)CC1 | i | 7.8 | i | i | i | i | i | i | i | 8.8 | i
NC(=O)CC(NC(=O)c1ccc(Br)cc1)c1ccc(N2CCN(c3ccc(F)cc3)CC2)c([N+](=O)[O-])c1 (stereo not drawn) | i | -8.8 | i | i | i | i | i | i | i | 13.5 | i
CC(c1ccccc1)C1CC(=O)N(c2ccc([N+](=O)[O-])cc2)C1=O (stereo not drawn) | i | -7.0 | i | i | i | i | i | i | i | 4.7 | i
CCCCN1CNC(=S)N(c2ccc(C(=O)OCC)cc2)C1 | i | -2.3 | i | i | i | i | i | i | i | -1.8 | i
CCOc1ccc(S(=O)(=O)NCCC(=O)NCC(c2cccs2)N(C)C)cc1 (stereo not drawn) | i | -2.0 | i | i | i | i | i | i | i | -2.5 | i
Cc1ccn2c(C(=O)CSc3ccc(Cl)cc3)c(C)nc2c1 | i | -2.7 | i | i | i | i | i | i | i | -2.1 | i
Cc1cccc(OCC(O)CNC(=O)c2ccccc2C(=O)O)c1 (stereo not drawn) | i | 9.7 | i | i | i | i | i | i | i | -2.0 | i
O=C(CCNC(=O)c1ccc(Br)cc1)NNC(=O)c1ccccc1O | i | -8.6 | i | i | i | i | i | i | i | -2.1 | i
CCN(CC(=O)Nc1cc(Cl)ccc1C)C(=O)COc1cccc2c1OC(C)(C)C2 | i | 6.3 | i | i | i | i | i | i | i | -5.6 | i
COc1cc2c(C(=O)NC3CCCCCC3)cn(C)c(=O)c2cc1OC | i | 1.1 | i | i | i | i | i | i | i | -5.4 | i
O=c1c2cc(N3CCOCC3)ccc2[nH]c(=S)n1CCCN1CCCCC1 | i | 2.8 | i | i | i | i | i | i | i | -0.9 | i
CSCC[C@H](NS(=O)(=O)c1ccc(C)cc1)C(=O)N1CCC(C(=O)N[C@@H](Cc2ccccc2)C(=O)O)CC1 | i | 5.9 | i | i | i | i | i | i | i | 3.0 | i
COc1cccc(OCCNC(=O)c2cccc(OC)c2)c1 | i | -0.6 | i | i | i | i | i | i | i | -6.9 | i
CC(=O)Nc1cccc(C(=O)OCC(=O)c2ccc3c(c2)OCO3)c1 | i | 4.9 | i | i | i | i | i | i | i | -4.2 | i
O=C(CSc1ccc2nnc(-c3ccccn3)n2n1)NCc1ccco1 | i | -2.1 | i | i | i | i | i | i | i | 0.0 | i
CCN(CC)C(=O)c1cc2c(=O)c3cc(Cl)ccc3oc2nc1C | i | -2.0 | i | i | i | i | i | i | i | -0.6 | i
CC(C)C[C@H](NC(=O)N1CC(=O)Nc2ccccc21)C(=O)N[C@@H](Cc1ccccc1)C(=O)O | i | -3.3 | i | i | i | i | i | i | i | 1.3 | i
CCCC(=O)Nc1nnc(CCN2CCCCC2)s1 | i | -15.3 | i | i | i | i | i | i | i | -7.5 | i
COc1ccc(NC(=O)CSc2nc(N)c3cc4c(nc3n2)CC(C)(C)OC4)cc1 | i | 6.2 | i | i | i | i | i | i | i | 11.9 | i
CC(=O)c1cc(CN2CCN(CCC(C)C)C(CCO)C2)cs1 (stereo not drawn) | i | x | i | i | i | i | i | i | i | -10.4 | i
CN1CCCN(S(=O)(=O)c2ccccc2)CC1 | i | 4.6 | i | i | i | i | i | i | i | 2.0 | i
Cc1ccccc1Cc1c(C)nc2c(C(=O)NCc3ccc4c(c3)OCO4)cnn2c1C | i | -6.4 | i | i | -4.81* | i | i | i | i | 20.1 | i
COc1ccccc1N(C(=O)c1snc(C(N)=O)c1N)C(C(=O)NC1CCCCC1)c1cccc(OC)c1OC (stereo not drawn) | i | -5.3 | i | i | i | i | i | i | i | 2.6 | i
CCOc1ccc(Cn2c3ccc(OC)cc3c3nc4ccccc4nc32)cc1 | i | 0.0 | i | i | i | i | i | i | i | x | i
c1ccc2cc(OCCN3CCCC3)ccc2c1 | i | -2.2 | i | i | i | i | i | i | i | -0.2 | i
CCc1noc(C)c1C(=O)N1CCCSC1=Nc1ccccc1OC | i | -0.1 | i | i | i | i | i | i | i | -7.4 | i
O=C(Nc1ccc(O)cc1C(=O)O)c1cccs1 | i | -2.2 | i | i | i | i | i | i | i | 2.9 | i
COCCCNC(=O)CNC(=S)N(Cc1ccccc1F)C1CCCCC1 | i | 3.7 | i | i | i | i | i | i | i | -0.7 | i
Nc1ccc(N)c(C(=O)O)c1 | i | 2.4 | i | i | -5.65* | i | i | i | i | -0.8 | i
Cc1cccc2nc(CSc3nnc(N)s3)cn12 | i | -1.6 | i | i | i | i | i | i | i | 9.9 | i
CCOC(=O)C1=C(C)Nc2sc(C(=O)c3ccc(C)cc3)c(N)c2C1c1ccc(C(=O)OC)cc1 (stereo not drawn) | i | 3.1 | i | i | i | i | i | i | i | 19.7 | i
CN(C)CCCn1c(NC(=O)C2CCCCC2)nc2ccccc21 | i | -2.4 | i | i | i | i | i | i | i | -0.7 | i
O=C1c2ccccc2C(=O)N1CC1c2ccccc2CCN1C(=O)CN1CCOCC1 (stereo not drawn) | i | 3.9 | i | i | i | i | i | i | i | -3.4 | i
C=CCSc1nnc(-c2nnc(SCC=C)n2-c2ccccc2)n1-c1ccccc1 | i | -2.9 | i | i | i | i | i | i | i | -1.6 | i
COc1ccccc1NC(=O)N(CCN1CCOCC1)Cc1cc2cc(C)cc(C)c2[nH]c1=O | i | -7.4 | i | i | i | i | i | i | i | -1.4 | i
CCc1nnc(NC(=O)CSCc2cc(=O)n3nc(C)sc3n2)s1 | i | 3.0 | i | i | i | i | i | i | i | -4.4 | i
O=C(CCSCc1ccc(Cl)cc1)NCc1ccco1 | i | -2.4 | i | i | i | i | i | i | i | -3.1 | i
CNc1ccccc1-c1nc2ccccc2n(C)c1=O | x | -6.4 | x | i | i | i | i | i | x | x | x
CSCc1cc(N2CCOCC2)nc(-c2ccccc2)n1 | i | 3.1 | i | i | i | i | i | i | i | -3.3 | i

(listing goes on)
Molecule | TRPC6 inhibitor | HDAC3 inhib | RGS4 inh | MrgX1 ag | MrgX1 antagonist | ANO1 activ | ANO1 block | MrgX1 allo act | RGS4 act | SKKanGAS inh | TRPC6 activator
O=C(CSc1ncn(-c2ccccc2)n1)c1cccs1 | i | 1.8 | i | i | i | x | i | i | i | 0.4 | i
Cc1cc(C)c(C)c(S(=O)(=O)NCc2ccc(C(=O)NCC3CCCO3)cc2)c1C (stereo not drawn) | i | x | i | i | i | i | i | i | i | -1.4 | i
CC(C)c1ccc(OCc2ccc(C(=O)NN3CCN(C)CC3)o2)cc1 | i | 1.6 | i | i | i | i | i | i | i | -12.3 | i
CN(CC(=O)NCCCc1ccccc1)S(=O)(=O)c1ccc(Br)cc1 | i | -2.2 | i | i | i | i | i | i | i | -5.5 | i
CC1CCN(C(=O)CSc2ccc(-c3ccc4c(c3)OCCO4)nn2)CC1 | i | -1.8 | i | i | i | i | i | i | i | -2.3 | i
Cc1nnc(NC(=O)c2ccccc2Oc2ccccc2)s1 | i | 3.5 | i | i | i | i | i | i | i | -6.3 | i
